TNAP act hiacc: TNAP (human) activation, high acceptor; P05186; purified TNAP, CDP-star luminescence, 1 M DEA, 30 min; active compounds read high; 0 = EDTA background, 1 = DMSO-only activity; activation factor at 20 µM; 200,000 tested, under 10 active; AID 1136;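 active = activation factor at least 2 at 20 µM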
Target sequence (P05186 whole entry, looked up): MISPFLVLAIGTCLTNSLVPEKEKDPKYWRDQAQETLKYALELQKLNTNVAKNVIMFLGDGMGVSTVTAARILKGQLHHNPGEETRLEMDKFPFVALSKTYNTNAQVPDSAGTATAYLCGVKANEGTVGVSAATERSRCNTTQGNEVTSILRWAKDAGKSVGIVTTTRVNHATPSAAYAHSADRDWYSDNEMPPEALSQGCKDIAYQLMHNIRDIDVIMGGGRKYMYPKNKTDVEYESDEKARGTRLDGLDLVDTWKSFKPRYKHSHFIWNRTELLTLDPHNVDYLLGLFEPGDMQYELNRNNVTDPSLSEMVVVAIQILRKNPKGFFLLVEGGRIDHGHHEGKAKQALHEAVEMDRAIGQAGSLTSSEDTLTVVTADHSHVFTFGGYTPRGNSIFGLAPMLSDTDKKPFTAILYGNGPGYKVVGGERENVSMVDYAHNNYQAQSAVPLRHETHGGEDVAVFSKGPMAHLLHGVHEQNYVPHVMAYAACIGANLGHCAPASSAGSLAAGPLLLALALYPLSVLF
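Test system – human TNAP · Doses – 20 µM single point · Incubation – 30 min, room temperature · Signal – luminescent substrate turnover signal · Read-out basis – activation factor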
Efa HMGR inh: E. faecalis class II HMG-CoA reductase inhibition; purified E. faecalis HMGR, NADPH absorbance 340 nm kinetic; inhibition, % at 10 µM; hit rate 0.41% among 190,000;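 active = inhibition above a set limit, the median over all tested compounds plus 3 SD, cut at about 9.5% in these data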;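 also: enzyme runs in reverse so mevalonate oxidation gives rising NADPH absorbance; 0% = complete reaction with DMSO and 100% = background rate lacking mevalonate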
G6PDH counter: inhibits Leuconostoc G6PDH, flagging false hits in G6PDH-based assays | Purified L. mesenteroides G6PDH, diaphorase/resazurin coupled fluorescence, 45 min | inhibition, % at 5 µM | hit rate 0.12% among 200,000 | AID 1020; in the data active = inhibition above about 50%
PMI act hi M6P: PMI (human) activation, high substrate | P34949 | coupled PMI enzyme assay, resazurin fluorescence, 20 min; active compounds read high; 1 = untreated enzyme, 0 = substrate-free blank | activation factor at 20 µM | hit rate 0.34% among 190,000;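 active = activation factor of 2 or more at 20 µM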
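Technique: Diaphorase-driven resazurin-to-resorufin fluorescence, excitation 544, emission 590 nm | Assay system: Human PMI in coupled enzyme assay | Times: Enzyme reaction with compound 20 min at room temperature | Medium: HEPES-buffered pH 7.4 with magnesium and detergent | Reagent: Mannose-6-phosphate 1.0 mM (near-saturating) plus 0.22 mM NADP+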
TNAP inh no acc: TNAP (human) inhibition, acceptor-free conditions; hit rate 0.26% among 200,000; P05186; inhibition, % at 20 µM; AID 1012; purified TNAP, CDP-star luminescence, 30 min;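 active = tissue-nonspecific alkaline phosphatase inhibition above about 50% at 20 µM in the single-dose screen, limit read from the data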;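 also: 0% = DMSO negative control and 100% = EDTA positive control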
TNAP inh hi DEA: TNAP (human) inhibition, high acceptor. P05186. purified TNAP, CDP-star luminescence, 1 M DEA. inhibition, % at 20 µM. hit rate 0.03% among 200,000;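 active = over 50% inhibition of tissue-nonspecific alkaline phosphatase at 20 µM in the single-dose screen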;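 also: plate controls were DMSO wells for no effect and EDTA-quenched wells as full inhibition for full effect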
Diaphorase inh: diaphorase inhibition or chemical oxidation counter-screen. diaphorase resazurin-to-resorufin fluorescence, NADH, 16 min; bacterial (C. kluyveri) enzyme, not human. inhibition, % at 20 µM. hit rate 0.69% among 190,000;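 active = primary screen inhibition at 20 µM above a set limit, cut at about 50% in these data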;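 also: plate controls were DMSO with full reaction for no effect and wells lacking NADH for full effect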
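Assay system – diaphorase enzyme from Clostridium kluyveri · Amount – diaphorase 0.14 U/mL (working solution) · Times – reaction incubation of 16 min at room temperature · Controls – No-NADH positive control and DMSO neutral control · Signal – resorufin fluorescence 544/590 nm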
Diaph act CS: diaphorase activation or chemical reduction counter-screen; Diaphorase/resazurin coupled assay, resorufin fluorescence, 16 min; active compounds read high; 1 = vehicle wells, 0 = NADH-free wells; activation factor at 20 µM; hit rate 0.005% among 190,000;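 active = diaphorase activity raised at least twofold by the compound at 20 µM; inactive = activation factor below 2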
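Measured by – red resorufin fluorescence at 544/590 nm excitation/emission · Test system – Clostridium kluyveri diaphorase, purified enzyme · Incubation – reaction time 16 min, room temperature · Buffer or medium – 50 mM HEPES pH 7.4 with 4.542 mM MgCl2, 0.005% Tween 20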
PMI activator: activators of human phosphomannose isomerase; activation factor at 20 µM; P34949; hit rate 0.005% among 190,000; AID 1214; purified human PMI, coupled resazurin fluorescence, 20 min; active compounds read high; 1 = vehicle control, 0 substrate-free wells;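 active = activation factor of 2 or more at 20 µM, relative to plate controls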
FLuc act counter: affects firefly luciferase, flagging false hits in luciferase stimulation screens | P08659 | ATPlite luciferase biochemical, luminescence, 10 min; 0 = ATP-free wells, 1 = DMSO control | activation factor at 10 µM | 200,000 tested, under 10 active;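 active = luciferase activation factor, scaled between plate controls, of at least 2 with compound at 10 µM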
Target sequence (P08659 whole entry, looked up): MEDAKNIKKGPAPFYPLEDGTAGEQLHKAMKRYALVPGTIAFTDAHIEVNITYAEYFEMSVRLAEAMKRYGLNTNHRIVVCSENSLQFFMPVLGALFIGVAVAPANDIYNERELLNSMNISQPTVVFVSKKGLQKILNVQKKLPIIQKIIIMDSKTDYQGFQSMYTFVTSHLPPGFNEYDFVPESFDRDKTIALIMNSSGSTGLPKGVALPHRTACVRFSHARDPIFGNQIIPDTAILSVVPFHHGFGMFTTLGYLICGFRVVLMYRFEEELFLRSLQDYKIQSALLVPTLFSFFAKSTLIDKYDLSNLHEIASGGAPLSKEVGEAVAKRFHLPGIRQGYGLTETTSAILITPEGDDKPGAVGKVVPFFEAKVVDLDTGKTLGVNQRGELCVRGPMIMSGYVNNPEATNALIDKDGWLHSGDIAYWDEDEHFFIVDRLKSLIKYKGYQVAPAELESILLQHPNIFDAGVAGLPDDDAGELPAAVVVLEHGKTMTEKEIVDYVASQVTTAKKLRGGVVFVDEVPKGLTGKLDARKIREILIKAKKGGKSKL
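Assay system: Luciferase/luciferin detection reagent, cell-free biochemical luciferase assay / Also added: ATP substrate / Schedule: 10 min at ambient temperature / Measured by: luminescence measurement of luciferase light output / Benchmarks: low control with PBS replacing ATP, high control enzyme plus ATP without compound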
* marks the source's active call; other numbers are inactive results.

COCCNc1nc(C(C)(C)C)nc2c1nnn2Cc1ccccc1Cl was read as TNAP act hiacc 1.1, Efa HMGR inh 4, G6PDH counter -8, PMI act hi M6P 0.8, TNAP inh no acc -11, TNAP inh hi DEA -6, Diaphorase inh 34, Diaph act CS 0.7, PMI activator 0.9 and FLuc act counter 1.1.
`Cc1cc(C)n(CCC(=O)N/N=C/c2ccc(O)cc2O)n1` gave TNAP act hiacc 1, Efa HMGR inh -10, G6PDH counter -9, PMI act hi M6P 1.2, TNAP inh no acc -61, TNAP inh hi DEA 0, Diaphorase inh 15, Diaph act CS 0.9, PMI activator 1 and FLuc act counter 1.
Cc1nn(C2CCS(=O)(=O)C2)c(Cl)c1/C=C/C(=O)OCC(=O)c1cc(C)n(-c2ccc(F)cc2)c1C (stereo unspecified) was read as TNAP act hiacc 1, Efa HMGR inh -2, G6PDH counter -2, PMI act hi M6P 0.9, TNAP inh no acc -5, TNAP inh hi DEA -4, Diaphorase inh 20, Diaph act CS 0.8, PMI activator 0.9 and FLuc act counter 1.
For O=C(Cn1cnc2ccccc2c1=O)OCC(=O)c1ccc2c(c1)OCCO2 the results were TNAP act hiacc 1.1, Efa HMGR inh 0, G6PDH counter -2, PMI act hi M6P 1, TNAP inh no acc -16, TNAP inh hi DEA -9, Diaphorase inh 13, Diaph act CS 0.9, PMI activator 1.1 and FLuc act counter 1.
`O=C1C2C3C=CC(C3)C2C(=O)N1c1ccc(-c2nc3ccccc3c(=O)o2)cc1` (stereo unspecified) gave TNAP act hiacc 1, Efa HMGR inh 0, G6PDH counter 11, PMI act hi M6P 1, TNAP inh no acc -7, TNAP inh hi DEA -5, Diaphorase inh 20, Diaph act CS 0.8, PMI activator 1 and FLuc act counter 0.9.
`O=C(O)CSCC(=O)c1ccccc1` gave TNAP act hiacc 1.1, Efa HMGR inh -3, G6PDH counter 16, PMI act hi M6P 1, TNAP inh no acc -12, TNAP inh hi DEA -5, Diaphorase inh 4, Diaph act CS 1, PMI activator 1.1 and FLuc act counter 1.
Screening C=CCN(CC=C)C(=S)NC(=O)c1ccc(OC)cc1 returned TNAP act hiacc 1, Efa HMGR inh -11, G6PDH counter 18, PMI act hi M6P 0.9, TNAP inh no acc -6, TNAP inh hi DEA -3, Diaphorase inh 6, Diaph act CS 0.9, PMI activator 0.9 and FLuc act counter 1.
Screening COc1cc(S(=O)(=O)NC2CCCCC2)c(C)cc1C returned TNAP act hiacc 1, Efa HMGR inh -3, G6PDH counter 0, PMI act hi M6P 1, TNAP inh no acc -10, TNAP inh hi DEA -4, Diaphorase inh 8, Diaph act CS 0.9, PMI activator 1 and FLuc act counter 1.
`CCOc1ccc(C2C(C#N)=C(C)NC3=C2C(=O)c2ccccc23)cc1` (stereo unspecified) gave TNAP act hiacc 0.9, Efa HMGR inh 1, G6PDH counter 5, PMI act hi M6P 1, TNAP inh no acc 13, TNAP inh hi DEA 9, Diaphorase inh 14, Diaph act CS 0.9, PMI activator 1 and FLuc act counter 1.
For O=C(Nc1ccc2nsnc2c1)NC1CCCCC1 the results were TNAP act hiacc 1, Efa HMGR inh 0, G6PDH counter -1, PMI act hi M6P 0.8, TNAP inh no acc -18, TNAP inh hi DEA 3, Diaphorase inh 26, Diaph act CS 0.7, PMI activator 0.8 and FLuc act counter 0.5.
C=CCn1c(O)c(C(CC)=NCCN2CCOCC2)c(=O)[nH]c1=O was read as TNAP act hiacc 1.1, Efa HMGR inh 0, G6PDH counter 4, PMI act hi M6P 1.2, TNAP inh no acc -1, TNAP inh hi DEA -6, Diaphorase inh 4, Diaph act CS 1, PMI activator 1.2 and FLuc act counter 1.1.
For O=C(Nc1ccc(OC(F)(F)F)cc1)c1[nH]ncc1[N+](=O)[O-] the results were TNAP act hiacc 1, Efa HMGR inh -2, G6PDH counter 1, PMI act hi M6P 1.1, TNAP inh no acc -23, TNAP inh hi DEA 3, Diaphorase inh -2, Diaph act CS 1, PMI activator 1.1 and FLuc act counter 0.9.
For O=C1Nc2cccnc2Sc2ccccc21 the results were TNAP act hiacc 1, Efa HMGR inh -1, G6PDH counter 6, PMI act hi M6P 0.9, TNAP inh no acc -6, TNAP inh hi DEA -2, Diaphorase inh 14, Diaph act CS 0.9, PMI activator 1 and FLuc act counter 1.1.
O=C(N/N=C/c1ccsc1)c1cc(O)cc(O)c1 was read as TNAP act hiacc 1, Efa HMGR inh -6, G6PDH counter 0, PMI act hi M6P 0.9, TNAP inh no acc -4, TNAP inh hi DEA -1, Diaphorase inh 6, Diaph act CS 0.9, PMI activator 0.9 and FLuc act counter 0.6.
`OC(COc1ccc2ccccc2c1Br)Cn1ccnc1` (stereo unspecified) gave TNAP act hiacc 1, Efa HMGR inh 0, G6PDH counter -1, PMI act hi M6P 0.8, TNAP inh no acc 3, TNAP inh hi DEA -2, Diaphorase inh 1, Diaph act CS 1, PMI activator 0.9 and FLuc act counter 1.
CC(=O)NCCC(=O)Nc1sc2c(c1-c1nc3ccccc3[nH]1)CCCC2 was read as TNAP act hiacc 1, Efa HMGR inh -3, G6PDH counter -1, PMI act hi M6P 1.2, TNAP inh no acc -12, TNAP inh hi DEA -4, Diaphorase inh 2, Diaph act CS 1, PMI activator 1.2 and FLuc act counter 1.
Screening O=C(NN=C1CCN(Cc2ccccc2)CC1)c1cc2ccccc2cc1O returned TNAP act hiacc 1, Efa HMGR inh -1, G6PDH counter -3, PMI act hi M6P 0.6, TNAP inh no acc -2, TNAP inh hi DEA 3, Diaphorase inh 27, Diaph act CS 0.7, PMI activator 0.7 and FLuc act counter 1.
For CC1CCCN(S(=O)(=O)c2ccc(S(=O)(=O)N3CCCN(Cc4ccccc4)C3)cc2)C1 (stereo unspecified) the results were TNAP act hiacc 1.1, G6PDH counter 1, PMI act hi M6P 1.1, TNAP inh no acc -2, TNAP inh hi DEA -9, Diaphorase inh 5, Diaph act CS 0.9, PMI activator 1.1 and FLuc act counter 1.1.
`O=C(O)Cn1c(SCCOc2ccccc2F)nc2ccccc21` gave TNAP act hiacc 1.1, Efa HMGR inh -5, G6PDH counter 8, PMI act hi M6P 1.1, TNAP inh no acc -6, TNAP inh hi DEA -8, Diaphorase inh 8, Diaph act CS 0.9, PMI activator 1 and FLuc act counter 1.
`COc1cccc2sc(N(CCCN(C)C)C(=O)COc3ccc(Cl)cc3)nc12` gave TNAP act hiacc 1, Efa HMGR inh -3, G6PDH counter -1, PMI act hi M6P 1.1, TNAP inh no acc -12, TNAP inh hi DEA -2, Diaphorase inh -15, Diaph act CS 1.2, PMI activator 1.2 and FLuc act counter 1.
For COc1cc(/C=C(/NC(=O)c2ccccc2)C(=O)Nc2cccc(O)c2)c([N+](=O)[O-])cc1OC the results were TNAP act hiacc 1, Efa HMGR inh -2, G6PDH counter 3, PMI act hi M6P 0.8, TNAP inh no acc -6, TNAP inh hi DEA 3, Diaphorase inh 6, Diaph act CS 0.9, PMI activator 1 and FLuc act counter 1.
`COc1ccccc1N1CCN(C(=O)c2ccc(N3CCCC3=O)cc2)CC1` gave TNAP act hiacc 1, Efa HMGR inh 1, G6PDH counter 15, PMI act hi M6P 0.9, TNAP inh no acc -6, TNAP inh hi DEA -3, Diaphorase inh 9, Diaph act CS 0.9, PMI activator 1 and FLuc act counter 1.
`CCCc1cc(=O)[nH]c(SCC(=O)c2cc(C)n(C)c2C)n1` gave TNAP act hiacc 1, Efa HMGR inh 2, G6PDH counter -1, PMI act hi M6P 1, TNAP inh no acc -7, TNAP inh hi DEA 0, Diaphorase inh 8, Diaph act CS 0.9, PMI activator 1 and FLuc act counter 1.1.
`COCCNC(=O)c1sc2ncn(CC(=O)Nc3ccc(C)c(Cl)c3)c(=O)c2c1C` gave TNAP act hiacc 1, Efa HMGR inh 2, G6PDH counter 3, PMI act hi M6P 0.9, TNAP inh no acc 0, TNAP inh hi DEA 0, Diaphorase inh 18, Diaph act CS 0.8, PMI activator 1 and FLuc act counter 1.1.
For Cc1ccc(S(=O)(=O)Oc2ccc(C3C4=C(CCCC4=O)OC4=C3C(=O)CCC4)cc2)cc1 the results were TNAP act hiacc 1, Efa HMGR inh 0, G6PDH counter 20, PMI act hi M6P 0.9, TNAP inh no acc 4, TNAP inh hi DEA -3, Diaphorase inh 12, Diaph act CS 0.9, PMI activator 1 and FLuc act counter 1.1.
O=C(c1ccco1)N1CCN(C(=O)c2ccc(COc3ccc(F)cc3)o2)CC1 was read as TNAP act hiacc 1, Efa HMGR inh -3, G6PDH counter 4, PMI act hi M6P 1.1, TNAP inh no acc -9, TNAP inh hi DEA -4, Diaphorase inh -5, Diaph act CS 1, PMI activator 0.9 and FLuc act counter 1.
`CC1Cc2nc(SCC(=O)N3CCCc4ccccc43)n(C)c(=O)c2S1` (stereo unspecified) gave TNAP act hiacc 1, Efa HMGR inh -6, G6PDH counter 5, PMI act hi M6P 1.1, TNAP inh no acc -5, TNAP inh hi DEA -2, Diaphorase inh 6, Diaph act CS 0.9, PMI activator 1.1 and FLuc act counter 1.
`CCNc1nc(NCC)n2c(SCC(=O)c3ccc(C(C)C)cc3)nnc2n1` gave TNAP act hiacc 1, Efa HMGR inh -9, G6PDH counter 2, PMI act hi M6P 1.2, TNAP inh no acc -11, TNAP inh hi DEA 4, Diaphorase inh -1, Diaph act CS 1, PMI activator 1.1 and FLuc act counter 1.

Looked up by compound from the list above (2):
O=C(c1ccco1)N1CCN(C(=O)c2ccc(COc3ccc(F)cc3)o2)CC1 was read as TNAP act hiacc 1, Efa HMGR inh -3, G6PDH counter 4, PMI act hi M6P 1.1, TNAP inh no acc -9, TNAP inh hi DEA -4, Diaphorase inh -5, Diaph act CS 1, PMI activator 0.9 and FLuc act counter 1.
Screening O=C(NN=C1CCN(Cc2ccccc2)CC1)c1cc2ccccc2cc1O returned TNAP act hiacc 1, Efa HMGR inh -1, G6PDH counter -3, PMI act hi M6P 0.6, TNAP inh no acc -2, TNAP inh hi DEA 3, Diaphorase inh 27, Diaph act CS 0.7, PMI activator 0.7 and FLuc act counter 1.
